SENP8 inh – SENP8 (human) protease inhibition; 360,000 compounds, 0.64% hits; AID 602440; recombinant SENP8, Nedd8 substrate fluorescence; inhibition, % at 20 µM; in the data active = inhibition mostly above about 40%, no sharp cut-off; inactive = mostly below about 27%
Target sequence (Q96LD8 whole entry, looked up): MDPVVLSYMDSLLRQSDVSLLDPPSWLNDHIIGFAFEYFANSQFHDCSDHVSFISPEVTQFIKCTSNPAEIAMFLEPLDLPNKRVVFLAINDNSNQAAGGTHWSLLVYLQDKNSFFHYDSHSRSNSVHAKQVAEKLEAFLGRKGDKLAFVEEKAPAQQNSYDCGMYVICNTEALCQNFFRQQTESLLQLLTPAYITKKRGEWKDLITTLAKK
ATG4B inh – ATG4B (human) cysteine protease inhibition. Q9Y4P1. ATG4B cleavage of LC3-PLA2, NBD-HPC fluorescence, 1 h. inhibition, % at 8.33 µM. 340,000 compounds, 0.51% hits; in the data active = inhibition above about 40%
Target sequence (Q9Y4P1 whole entry, looked up): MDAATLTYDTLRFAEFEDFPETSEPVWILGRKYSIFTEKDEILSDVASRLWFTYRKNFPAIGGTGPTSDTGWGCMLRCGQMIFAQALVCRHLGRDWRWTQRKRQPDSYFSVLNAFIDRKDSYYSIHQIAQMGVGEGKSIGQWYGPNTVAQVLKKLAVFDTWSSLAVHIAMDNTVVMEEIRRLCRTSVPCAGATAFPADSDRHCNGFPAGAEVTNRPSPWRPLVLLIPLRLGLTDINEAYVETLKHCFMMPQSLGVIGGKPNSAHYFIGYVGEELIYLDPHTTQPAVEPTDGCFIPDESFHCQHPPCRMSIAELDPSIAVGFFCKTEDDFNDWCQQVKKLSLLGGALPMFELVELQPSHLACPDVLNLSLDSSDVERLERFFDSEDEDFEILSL
SENP1 inh – SENP1 (human) catalytic domain inhibition. AID 624204. recombinant SENP1 catalytic domain, CyPet-SUMO1-YPet FRET cleavage. inhibition, % at 10 µM. Q9P0U3. 360,000 compounds, 0.21% hits;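 active = inhibition at least 30% at 10 µM, raw YFP signal under a set limit, fluorescence ratio 0.5 to 1.5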;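 note: 0% = enzyme with DMSO and 100% = no enzyme wells; some results filed as inactive read as strong as hits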
Target sequence (Q9P0U3 419-644 limits assumed): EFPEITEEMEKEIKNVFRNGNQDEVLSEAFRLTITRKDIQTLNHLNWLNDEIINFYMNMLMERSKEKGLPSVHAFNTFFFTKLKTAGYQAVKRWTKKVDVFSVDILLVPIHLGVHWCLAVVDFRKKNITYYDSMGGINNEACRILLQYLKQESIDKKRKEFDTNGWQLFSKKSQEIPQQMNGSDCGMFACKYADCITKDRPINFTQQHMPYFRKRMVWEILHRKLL
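System: Recombinant human SENP1 catalytic domain, His6-tagged | Incubation: Enzyme reaction for 50 min at room temperature, dark | Medium: Tris pH 8 with BME, BSA, NP40 and catalase | Also added: 25 nM SUMO1 FRET substrate | Compound: 10 µM single point, 0.5% DMSO | Measured by: FRET fluorescence in CFP and YFP emission channels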
PfG6PD inh – PfG6PD (Plasmodium falciparum) enzyme inhibition; PfGluPho enzyme, NADPH resazurin-diaphorase fluorescence; inhibition, % at 20 µM; 350,000 compounds, 0.78% hits;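 active = inhibition reaching at least a set limit at 20 µM in the primary screen, cut at about 59% in these data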;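 note: 0% = DMSO wells with substrate and 100% = DMSO wells lacking glucose-6-phosphate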
MPTP block – inhibitors of mitochondrial permeability transition pore | isolated mouse mitochondria, Ca2+ swelling absorbance, 30 min | inhibition, % at 10 µM | 360,000 compounds, 1.4% hits | AID 602449;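 active = inhibition of 50% or more, scaled per plate between neutral and stimulator controls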;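 note: 0% = DMSO wells given calcium and 100% = 1 mM EGTA wells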
SENP6 block – inhibitors of human SENP6 protease; Q9GZR1; Recombinant SENP6 catalytic domain, aminoluciferin luminescence; inhibition, % at 10 µM; 330,000 compounds, 1.8% hits; AID 2599;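 active = inhibition above about 50% at the single tested dose, limit read from the data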;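 note: plate controls were DMSO wells with enzyme for no effect and DMSO wells lacking enzyme for full effect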
hIAP act – human IAP activation; P09923; purified human IAP, CDP-Star luminescence, 30 min; active compounds read high; 1 = vehicle-only enzyme, 0 = enzyme-free background; activation factor at 10 µM; 330,000 compounds, 0.16% hits; AID 2524;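 active = activation factor of the enzyme at least 2-fold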; note: the source names both 10 and 20 µM as test concentration; values of inactives mirror those of a sister screen read the other way
GRIN3A LBD mod – modulators (binders) of human NR3A ligand-binding domain | NR3A LBD differential scanning fluorimetry, Tm shift; 0% = protein alone, 100% = glycine-bound protein | Tm shift relative to glycine control, % at 25 µM | 340,000 compounds, 2.5% hits | AID 1259313;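 active = melting temperature shift of at least 10% of the positive control shift, at one fixed dose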
Starred values were filed as active, the others as inactive.

`O=C(Nc1ccc(Cl)cn1)C1CCCN1S(=O)(=O)c1cccc2ccccc12` (configuration not stated) gave SENP8 inh 16, ATG4B inh -6, SENP1 inh -3, PfG6PD inh 1, MPTP block 4.4, SENP6 block 0, hIAP act 0.97 and GRIN3A LBD mod 0.
Cc1cc(=O)oc2cc(NC(=O)c3cc([N+](=O)[O-])ccc3N3CCOCC3)ccc12 was read as SENP8 inh -440, ATG4B inh -5, SENP1 inh -1, PfG6PD inh 0, MPTP block 0.0, SENP6 block -5, hIAP act 0.94 and GRIN3A LBD mod 1.
`c1c2c(cc3sc(N4CCCCC4)nc13)OCCO2` gave SENP8 inh 10, ATG4B inh -3, SENP1 inh 4, PfG6PD inh 2, MPTP block 0.3, SENP6 block 7, hIAP act 1.1 and GRIN3A LBD mod 8.
Screening CCCCN(C(=O)COC(=O)C1(c2ccccc2)CC1)c1c(N)n(CCC)c(=O)[nH]c1=O returned SENP8 inh 4, SENP1 inh -2, PfG6PD inh 5 and MPTP block -1.5.
`CCCC(=O)Nc1cccc2c1CCCC2` gave SENP8 inh 32, ATG4B inh 2, SENP1 inh 1, PfG6PD inh -6, MPTP block -3.4, SENP6 block 4, hIAP act 1.1 and GRIN3A LBD mod 2.
COc1ccc(NC(=O)CN2CCN(CC(=O)Nc3ccccc3F)CC2)c(OC)c1 was read as SENP8 inh 19, ATG4B inh 11, SENP1 inh 0, PfG6PD inh -4, MPTP block 6.7, SENP6 block -18, hIAP act 1.1 and GRIN3A LBD mod -4.
`Cc1ccccc1NC(=O)COC(=O)c1ccc(S(=O)(=O)N2CCCCCC2)cc1` gave SENP8 inh 5, ATG4B inh 7, SENP1 inh 1, PfG6PD inh -18, MPTP block -1.0, SENP6 block -9, hIAP act 1 and GRIN3A LBD mod 5.
For Cc1ccc(/C(O)=C2\C(=O)C(=O)N(C)C2c2ccccc2)cc1 (configuration not stated) the results were SENP8 inh 5, SENP1 inh 0, PfG6PD inh 2 and MPTP block -1.6.
Screening O=C(CC1C(=O)NCCN1Cc1cccc(C(F)(F)F)c1)NC1CCOCC1 (configuration not stated) returned SENP8 inh -40, ATG4B inh 13, SENP1 inh -17, PfG6PD inh 3, MPTP block -1.7, SENP6 block -3, hIAP act 0.99 and GRIN3A LBD mod 7.
Screening N#Cc1ccccc1NC(=O)CSc1nnc(-c2ccccc2O)n1-c1ccccc1 returned SENP8 inh 12, ATG4B inh -10, SENP1 inh 2, PfG6PD inh -15, MPTP block -1.0, SENP6 block -13, hIAP act 1 and GRIN3A LBD mod 2.
Screening Cc1cc(OCC(=O)OCC(=O)N2CCCc3ccccc32)ccc1Cl returned SENP8 inh 14, SENP1 inh -3, PfG6PD inh -21 and MPTP block -1.1.
`COc1ccc(-c2nnc3ccc(SCC(=O)N4CCOCC4)nn23)cc1` gave SENP8 inh -7, ATG4B inh -8, SENP1 inh -3, PfG6PD inh 20, MPTP block 0.2, SENP6 block -7, hIAP act 0.88 and GRIN3A LBD mod 2.
Cc1oc2c(CN3CCOCC3)c(O)ccc2c(=O)c1-c1ccccc1 was read as SENP8 inh -264, ATG4B inh -7, SENP1 inh 1, PfG6PD inh -9, MPTP block -0.5, SENP6 block -3, hIAP act 1 and GRIN3A LBD mod 2.
For CCCN(C(=O)CSc1nnc(-c2ccoc2C)n1N)C1CCS(=O)(=O)C1 (configuration not stated) the results were SENP8 inh 22, ATG4B inh -2, SENP1 inh -1, PfG6PD inh -7, MPTP block -1.0, SENP6 block 13, hIAP act 0.95 and GRIN3A LBD mod -3.
For Cc1c(C(=O)N/N=C/C(C)C)[nH]c2c([N+](=O)[O-])cccc12 the results were SENP8 inh 19, ATG4B inh -4, SENP1 inh 2, PfG6PD inh 5, MPTP block 1.4, SENP6 block -8, hIAP act 1.1 and GRIN3A LBD mod -21.
`Cc1ccc(-n2c3c(cc(C(=O)NC4CCSC4=O)c2=O)C(=O)CCC3)cc1` (configuration not stated) gave SENP8 inh -57, ATG4B inh -6, SENP1 inh 3, PfG6PD inh 20, MPTP block -0.4, SENP6 block -3, hIAP act 0.95 and GRIN3A LBD mod 2.
For Cc1nc(-c2cccc(NC(=O)C3CCCCC3)c2)cs1 the results were SENP8 inh 16, ATG4B inh -7, SENP1 inh 2, PfG6PD inh 5, MPTP block 0.2, SENP6 block 1, hIAP act 1 and GRIN3A LBD mod 0.
Screening COc1ccccc1NS(=O)(=O)c1cccc(NC(=O)c2cncc(Br)c2)c1 returned SENP8 inh 9, ATG4B inh -3, SENP1 inh -1, PfG6PD inh -10, MPTP block 0.9, SENP6 block 17, hIAP act 1.1 and GRIN3A LBD mod 0.
For Cc1cccn2c(CN[C@H]3CCCCNC3=O)c(C(=O)N3CCOCC3)nc12 the results were SENP8 inh -22, ATG4B inh 4, SENP1 inh -9, PfG6PD inh -8, MPTP block -1.7, SENP6 block -10, hIAP act 0.94 and GRIN3A LBD mod -1.
`O=[N+]([O-])c1cc(/C=N/O)ccc1SCc1ccccc1` gave SENP8 inh 20, ATG4B inh 2, SENP1 inh 1, PfG6PD inh -2, MPTP block 0.5, SENP6 block -1, hIAP act 0.93 and GRIN3A LBD mod -1.

Already shown: an excerpt of the list.
`O=C(Nc1ccc(Cl)cn1)C1CCCN1S(=O)(=O)c1cccc2ccccc12` (configuration not stated) gave SENP8 inh 16, ATG4B inh -6, SENP1 inh -3, PfG6PD inh 1, MPTP block 4.4, SENP6 block 0, hIAP act 0.97 and GRIN3A LBD mod 0.
Cc1cc(=O)oc2cc(NC(=O)c3cc([N+](=O)[O-])ccc3N3CCOCC3)ccc12 was read as SENP8 inh -440, ATG4B inh -5, SENP1 inh -1, PfG6PD inh 0, MPTP block 0.0, SENP6 block -5, hIAP act 0.94 and GRIN3A LBD mod 1.
`c1c2c(cc3sc(N4CCCCC4)nc13)OCCO2` gave SENP8 inh 10, ATG4B inh -3, SENP1 inh 4, PfG6PD inh 2, MPTP block 0.3, SENP6 block 7, hIAP act 1.1 and GRIN3A LBD mod 8.
Screening CCCCN(C(=O)COC(=O)C1(c2ccccc2)CC1)c1c(N)n(CCC)c(=O)[nH]c1=O returned SENP8 inh 4, SENP1 inh -2, PfG6PD inh 5 and MPTP block -1.5.
`CCCC(=O)Nc1cccc2c1CCCC2` gave SENP8 inh 32, ATG4B inh 2, SENP1 inh 1, PfG6PD inh -6, MPTP block -3.4, SENP6 block 4, hIAP act 1.1 and GRIN3A LBD mod 2.
COc1ccc(NC(=O)CN2CCN(CC(=O)Nc3ccccc3F)CC2)c(OC)c1 was read as SENP8 inh 19, ATG4B inh 11, SENP1 inh 0, PfG6PD inh -4, MPTP block 6.7, SENP6 block -18, hIAP act 1.1 and GRIN3A LBD mod -4.
`Cc1ccccc1NC(=O)COC(=O)c1ccc(S(=O)(=O)N2CCCCCC2)cc1` gave SENP8 inh 5, ATG4B inh 7, SENP1 inh 1, PfG6PD inh -18, MPTP block -1.0, SENP6 block -9, hIAP act 1 and GRIN3A LBD mod 5.

Carrying on:
`Cc1cc(CNCCN(C)C)c(C)n1-c1cc(S(=O)(=O)N2CCOCC2)ccc1N1CCCC1` gave SENP8 inh 13, ATG4B inh -11, SENP1 inh -10, PfG6PD inh 0, MPTP block -2.9 and GRIN3A LBD mod 0.
For COc1ccc(CCNC(=O)COC(=O)c2ccc(S(=O)(=O)N3CCCC3)cc2)cc1OC the results were SENP8 inh 18, ATG4B inh 1, SENP1 inh -2, PfG6PD inh -13, MPTP block -0.4, SENP6 block 0, hIAP act 0.96 and GRIN3A LBD mod 1.
For CCCCC(=Nc1ccc(N)cc1)C1=C(O)C(C(=O)OC)C(C)(C)CC1=O (configuration not stated) the results were SENP8 inh 54*, ATG4B inh -13, SENP1 inh 48*, PfG6PD inh -11, MPTP block 0.5, SENP6 block 14, hIAP act 1.1 and GRIN3A LBD mod -2.
Cc1cc(C)c2c(c1)/C(=c1/sc3n(c1=O)CN(c1ccccc1)CN=3)C(=O)N2 was read as SENP8 inh 18, ATG4B inh 1, SENP1 inh 2, PfG6PD inh -5, MPTP block -4.7, SENP6 block -10, hIAP act 1.1 and GRIN3A LBD mod 1.
CC(C)(C)S(=O)(=O)N1C[C@H]2CC/C=C\C/C(c3ccccc3)=C\2[C@@H]1CCO was read as SENP8 inh 12, ATG4B inh 0, SENP1 inh -1, PfG6PD inh 6, MPTP block 1.2 and GRIN3A LBD mod -3.
For COc1ccc(OC)c(NC(=O)COc2coc(CN3CCc4ccccc43)cc2=O)c1 the results were SENP8 inh 15, ATG4B inh 6, SENP1 inh 0, PfG6PD inh -3, MPTP block -0.7, SENP6 block -2, hIAP act 0.98 and GRIN3A LBD mod 0.
`Cc1cc(C)cc(-c2nnc(SCC(=O)Nc3cc(C)on3)o2)c1` gave SENP8 inh -13, ATG4B inh -3, SENP1 inh -3, PfG6PD inh -5, MPTP block 0.0, SENP6 block -15, hIAP act 1.2 and GRIN3A LBD mod -2.
For Cc1ccc(N2CCN(C(=O)c3cccs3)CC2)c(C)c1 the results were SENP8 inh 24, ATG4B inh 6, SENP1 inh 5, PfG6PD inh -9, MPTP block -0.4, SENP6 block -6, hIAP act 1.1 and GRIN3A LBD mod 1.
Screening COc1cc(C(F)(F)F)nc2c(Br)c(C(C)(C)C)nn12 returned SENP8 inh -403, ATG4B inh 2, SENP1 inh 1, PfG6PD inh 9, MPTP block 1.9, SENP6 block -6, hIAP act 1.2 and GRIN3A LBD mod 0.
Screening COc1ccc(-c2[nH]c(-c3ccc(C)cc3)nc2SCC(=O)NCc2ccco2)cc1OC returned SENP8 inh -41, ATG4B inh 1, SENP1 inh 2, PfG6PD inh 3, MPTP block -0.9, SENP6 block -6, hIAP act 1.2 and GRIN3A LBD mod -1.
`Cc1cccc(NC(=O)CN2CCN(C(=O)CN3C(=O)NC4(CC(C)CC(C)(C)C4)C3=O)CC2)c1C` (configuration not stated) gave SENP8 inh 4, ATG4B inh 1, SENP1 inh -2, PfG6PD inh -5, MPTP block -1.0 and GRIN3A LBD mod 0.
Screening O=C(NCc1cc([N+](=O)[O-])ccc1O)c1cccnc1Sc1ccccc1 returned SENP8 inh 14, ATG4B inh -7, SENP1 inh -3, PfG6PD inh -15, MPTP block -0.6, SENP6 block 2, hIAP act 1.1 and GRIN3A LBD mod -3.
Screening CC(=O)Nc1ccc(SCC(=O)c2cc(C)n(C)c2C)cc1 returned SENP8 inh 28, ATG4B inh -3, SENP1 inh 0, PfG6PD inh -14, MPTP block -0.8, SENP6 block 3, hIAP act 0.94 and GRIN3A LBD mod 3.
For C[C@H](CO)N1C[C@H](C)[C@@H](CN(C)S(=O)(=O)c2cn(C)cn2)OCc2cn(nn2)CCCC1=O the results were SENP8 inh 21, SENP1 inh 1, PfG6PD inh -5 and MPTP block 0.0.
Screening O=C(CSCc1cccc(Cl)c1)NCc1ccc2c(c1)OCO2 returned SENP8 inh 12, ATG4B inh 8, SENP1 inh 2, PfG6PD inh 1, MPTP block -1.5, SENP6 block -20, hIAP act 0.93 and GRIN3A LBD mod -1.
CC(CCCC(C)(C)O)CC1C2=C(CCCC2=O)OC2=C1C(=O)CCC2 (configuration not stated) was read as SENP8 inh 14, ATG4B inh -6, SENP1 inh -1, PfG6PD inh 6, MPTP block 1.7, SENP6 block -3, hIAP act 0.93 and GRIN3A LBD mod -1.
`Cc1c(C(=O)OCC(=O)NCc2ccco2)cccc1[N+](=O)[O-]` gave SENP8 inh 24, ATG4B inh 2, SENP1 inh 1, PfG6PD inh 3, MPTP block -2.6, SENP6 block -8, hIAP act 1.1 and GRIN3A LBD mod -1.
CCOC(=O)c1c(NC(=O)c2ccno2)c2cc([N+](=O)[O-])ccc2n1C was read as SENP8 inh -55, ATG4B inh -8, SENP1 inh 2, PfG6PD inh 9, MPTP block 1.4, SENP6 block -10, hIAP act 1.1 and GRIN3A LBD mod 3.

Screening data as filed in PubChem BioAssay.
